Bioassay records from PubChem.
Apoferritin bind – candidate novel general anesthetic via apoferritin binding; P02791; apoferritin/1-aminoanthracene competitive binding, fluorescence; Potency, µM (doses to about 77.5 µM), inactives show at the highest dose activity change, negative = displacement, usual class: inhibitors; 0.074% of 350,000 active; AID 485281; note: potency is the fitted concentration of half-maximal effect; % is set by controls: 0 for no effect and ±100 for the full control effect; nearly all actives have a fitted effect of over 20% in size
Target sequence (P02791 2-175 limits assumed): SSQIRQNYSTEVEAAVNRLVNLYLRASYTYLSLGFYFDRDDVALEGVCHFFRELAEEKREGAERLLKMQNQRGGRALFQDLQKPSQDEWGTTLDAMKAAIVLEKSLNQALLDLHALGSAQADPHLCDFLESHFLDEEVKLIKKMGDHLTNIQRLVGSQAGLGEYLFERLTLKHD
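10 uM apoferritin + 50% sat. 1-AMA, PBS; cpd 10 min RT; Ex380/Em535 endpoint; normalized to free probe vs complex; 4-param Hill fit; propofol titration as pos. ctrl.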
D1 antagonist – antagonists of human D1 dopamine receptor; P21728; HEK293 TREx D1 cells, calcium flux, dopamine EC80; active compounds read low; activity change, negative = inhibition, % at 10 µM; 3.2% of 360,000 active; AID 504652; in the data active = activity change below about -30%; note: % is set by controls: 0 for no effect and ±100 for the full control effect
Target sequence (P21728 whole entry, looked up): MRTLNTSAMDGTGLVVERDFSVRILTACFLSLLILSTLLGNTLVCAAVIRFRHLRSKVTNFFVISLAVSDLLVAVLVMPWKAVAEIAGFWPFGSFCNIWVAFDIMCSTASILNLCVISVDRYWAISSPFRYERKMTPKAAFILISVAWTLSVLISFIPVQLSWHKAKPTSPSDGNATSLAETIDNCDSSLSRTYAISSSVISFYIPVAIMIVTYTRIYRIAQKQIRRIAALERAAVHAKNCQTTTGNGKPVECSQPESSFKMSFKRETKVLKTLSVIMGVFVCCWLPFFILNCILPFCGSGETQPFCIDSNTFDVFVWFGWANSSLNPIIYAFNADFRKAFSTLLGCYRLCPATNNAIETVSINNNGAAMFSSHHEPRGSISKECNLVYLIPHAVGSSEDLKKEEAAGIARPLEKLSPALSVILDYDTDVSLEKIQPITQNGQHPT
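Kinetic fluorescence of a calcium dye serves as the read-out. D1-expressing Hek293 Trex cells, induced overnight at 30 C, are exposed to compound for 180 s before an EC80 dopamine addition, then read 180 s further.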
RXFP1 antag – blocks the human relaxin receptor RXFP1 | 0.59% of 350,000 active | Q9HBX9 | HEK293-RXFP1, relaxin-stimulated cAMP HTRF, 30 min; active compounds read low | AID 1259400 | activity change, negative = inhibition, % at 57.5 µM;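 active = activity change of -60% or lower, but not beyond a set lower limit; inconclusive = change between -60% and -40%, or beyond the set limit; inactive = change above -40%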; note: % is set by controls: 0 for no effect and ±100 for the full control effect
D1 agonist – human D1 receptor agonism; 1% of 360,000 active; AID 504660; activation, % at 2 µM; HEK293 T-REx D1 cells, calcium flux, agonist mode; P21728; in the data active = activation above about 30%; note: 0% is about no effect
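Tetracycline-induced HEK293 TREx D1 cells, force-coupled to calcium signalling, were dye-loaded with a no-wash calcium kit. Compound was pin-added after a 10 s baseline. Fluorescence was read kinetically at 1 cycle/s for 180 s, with calcium rises flagged as agonism.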
RXFP1 ag – RXFP1 (human) receptor agonism; Q9HBX9; HEK293T-RXFP1 cAMP TR-FRET, 30 min; response scale: percent of porcine relaxin response, buffer zero; Potency, µM (highest dose often 57.5 µM), for the others: at the highest dose activation, usual class: activators; 0.3% of 370,000 active; note: potency is the fitted concentration of half-maximal effect; % is set by controls: 0 for no effect and ±100 for the full control effect; nearly all actives have a fitted effect of over 60% in size; many of its hits are not listed in these tables
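Agonist response is measured as cAMP accumulation in an RXFP1-transfected HEK293T line under PDE4 inhibition. Values are scaled between buffer-only and 29 nM porcine relaxin, and EC50s come from standard Hill equation fits.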
D2 PAM – positively modulates the human D2 dopamine receptor allosterically; AID 485347; HEK293 T-REx D2, calcium flux, EC20 dopamine potentiation; 0.34% of 340,000 active; potentiation, % at 10 µM; P14416;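 active = potentiation over 3 SD above the plate norm, cut at about 30% in these data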; note: 0% is about no effect
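Potentiation of an EC20 dopamine calcium response measured kinetically over 180 s, after a preceding 180 s compound-only read flagging agonists. Cells: inducible Hek293 Trex D2 line, 4000/well, cultured overnight at 30 C before dye loading.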
D1 potentiator – enhances dopamine response at the human D1 receptor. HEK293 TREx D1 cells, calcium flux, dopamine EC20 potentiation. potentiation, % at 10 µM. 0.036% of 360,000 active. AID 504651; in the data active = potentiation above about 30%; note: 0% is about no effect
TRHR agonist – activates the human TRH receptor; AID 493084; P34981; activation, % at 2 µM; TRHR cells, calcium flux fluo-8, FDSS agonist mode; 0.18% of 360,000 active; in the data active = activation above about 30%; note: 0% is about no effect
Target sequence (P34981 whole entry, looked up): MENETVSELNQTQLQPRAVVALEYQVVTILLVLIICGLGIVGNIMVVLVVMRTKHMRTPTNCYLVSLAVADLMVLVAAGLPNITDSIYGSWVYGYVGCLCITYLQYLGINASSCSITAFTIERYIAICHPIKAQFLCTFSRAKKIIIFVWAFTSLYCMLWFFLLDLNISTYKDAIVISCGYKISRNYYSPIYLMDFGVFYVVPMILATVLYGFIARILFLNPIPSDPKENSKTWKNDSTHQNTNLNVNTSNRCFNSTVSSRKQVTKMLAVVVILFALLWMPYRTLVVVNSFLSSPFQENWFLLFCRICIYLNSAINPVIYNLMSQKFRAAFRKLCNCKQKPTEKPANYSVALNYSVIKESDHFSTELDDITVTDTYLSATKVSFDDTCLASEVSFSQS
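TRHR-expressing cells loaded with fluo-8 calcium dye; 23 nL library compound pin-transferred, kinetic FDSS fluorescence (Ex 480/Em 530) recorded about 180 s for agonist-induced calcium release, before a 10 nM TRH EC20 addition for potentiator mode.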
TRHR enhancer – allosteric enhancers of human TRH receptor | enhancement, % at 2 µM | P34981 | 0.66% of 360,000 active | TRHR cells, fluo-8 calcium fluorescence, EC20 TRH enhancement; in the data active = enhancement above about 30%; note: 0% is about no effect
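TRHR-expressing cells loaded with fluo-8 calcium dye were read kinetically (ex 480/em 530) during compound addition, then stimulated with an EC20 of TRH (10 nM final). Enhancement of the Gq-mediated intracellular calcium response was scored.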
Numbers without * were called inactive; ? = inconclusive; · = not tested or not shown; [ ] = dose if it differs, or a comment. Unless noted, calls come from the whole dose curve; as a rule, active = well fitted curve in the direction sought with a large enough effect; inconclusive = small, poorly fitted or top-dose-only effect, or another doubt; inactive = no such curve, though single readings can be large; an effect the other way counts as inactive or inconclusive. The list is partial, so the mix of outcomes need not match the whole.

The line under a structure holds: Apoferritin bind, D1 antagonist, RXFP1 antag, D1 agonist, RXFP1 ag, D2 PAM, D1 potentiator, TRHR agonist, TRHR enhancer
[1] CN(C(=O)c1cc2c(=O)n3ccccc3nc2n1C)C1CCCCC1
 : ·, 6, 1, 1, ?, 1, 0, -0.2, 0
[2] Cc1nnsc1-c1nc2ccccc2[nH]1
 : 13%, 2, 9, 3, 0.6%, 0, 0, 0.2, -4
[3] COc1ccc(-c2nnc(SCC(=O)N3CCC(Cc4ccccc4)CC3)o2)cc1OC
 : -13%, 6, 10, -1, -0.3%, -3, 3, 0.1, 3
[4] CCc1ccccc1NC(=O)C1NC(=O)CC1c1ccccc1 (stereo not given)
 : -9%, 10, 4, 1, 0.0%, 5, ·, 0.2, 8
[5] COc1cc(C#CC#CCN2CCCCC2)ccc1O
 : -12%, 17, -1, 11, 0.1%, 2, -2, -1.4, 6
[6] COc1cccc(C2CC(c3ccc(Cl)cc3)Nc3nc(N)nn32)c1 (stereo not given)
 : -7%, -8, -12, 2, -2.5%, -3, 5, -0.7, -1
[7] COc1ccccc1C(=O)Nc1ccc(C(=O)/C=C/c2cccs2)cc1
 : -18%, -2, ·, 6, -0.1%, -1, -7, 1.1, 2
[8] O=C(CSc1ncnc2c1oc1ccccc12)NC1CCCCC1
 : -5%, -15, ·, 1, ?, -3, -3, 0.4, 5
[9] CCC(=O)c1c(NC(CC)CO)cc(C)oc1=O (stereo not given)
 : -3%, -6, 0, 1, -0.2%, 0, -5, 1.0, 2
[10] COc1ccc(S(=O)(=O)NCC(c2ccc3c(c2)OCO3)N2CCOCC2)cc1C (stereo not given)
 : ·, -1, -3, 1, -0.2%, 0, -8, 0.0, -7
[11] Cc1ccc(C(=O)c2ccc(CC(=O)O)n2C)cc1
 : 3%, 5, -19, -1, 0.0%, -10, 2, 0.8, -5
[12] NS(=O)(=O)c1ccc(NC(=O)COC(=O)COc2ccccc2)cc1
 : -15%, 4, 7, 4, 1.9%, 4, 3, -1.5, 11
[13] CCc1ccccc1NC(=O)CC1CS(=O)(=O)CC1CC(=O)Nc1ccccc1CC (stereo not given)
 : -6%, -13, ·, 2, -0.1%, 7, -10, -0.5, -5
[14] O=C(NCc1ccc(Cl)cc1)c1ncn[nH]1
 : -20%, 8, 8, 4, 2.7%, -5, -3, -0.1, 0
[15] COC(=O)c1ccc(CSc2nnc(NC(C)C)s2)cc1
 : -15%, 27, -10, 4, 1.7%, 10, -6, -1.2, 2

Additional entries
The line under a structure holds: Apoferritin bind, D1 antagonist, RXFP1 antag, D1 agonist, RXFP1 ag, D2 PAM, D1 potentiator, TRHR agonist, TRHR enhancer
[16] C=CCn1c(SCC(=O)NC2CCCC2)nnc1-c1ccccn1
 : -4%, 4, 5, 2, -0.3%, -9, -1, 0.2, -2
[17] COc1ccc(C)cc1NC(=O)Cn1cnc2sc(C)c(S(=O)(=O)N3CCOCC3)c2c1=O
 : -10%, 1, -3, -2, 0.9%, ·, -2, 0.1, -4
[18] COc1cccc(CN(C)C(=O)C23CC4CC(CC(NC(C)=O)(C4)C2)C3)c1OC
 : -7%, 11, -2, -1, 0.0%, -8, 13, -1.3, 7
[19] COc1ccc(C(=O)Nc2ccc(N3CCOCC3)cc2)cc1S(=O)(=O)N1CCOCC1
 : ·, -13, -15, 2, 2.1%, 0, -4, -0.3, 4
[20] Cc1ccc(NC(=S)NC(=O)Cc2ccccc2)c(O)c1
 : -23%, -10, -8, 33*, 2.3%, -1, 0, 2.1, 1
[21] COc1ccc(C2=C(N3CCN(c4cccc(C)c4)C(C)C3)c3ccccc3C2=O)cc1 (stereo not given)
 : ?, -3, -19, 4, 2.1%, 2, -1, -1.1, -1
[22] CCOC(=O)c1cc(OC(=O)c2cccc(F)c2)n(-c2ccccc2)n1
 : 1%, -8, ·, -1, 0.3%, -7, 0, 0.6, -5
[23] CN(C)c1ccc(CNC(=O)c2ccccc2NC(=O)c2nsc3ccccc23)cc1
 : 42%[activator], -4, -9, 2, ?, -7, -1, -0.6, -2
[24] CCCn1nnnc1NCc1ccc(C(C)C)cc1
 : -11%, -18, 3, 2, 2.3%, 1, 0, -2.5, -2
[25] COc1cc(OC)c(OC)cc1/C=C1/Cc2ccccc2C1=O
 : -5%, -11, 5, 30, 3.0%, -2, -3, 22, 8
[26] O=C(c1cc(-c2cccc(Cl)c2)on1)N1CCCC1
 : -1%, -6, -17, -1, 1.0%, -3, -9, -0.3, 3
[27] NCCN1CCN(S(=O)(=O)c2ccc([N+](=O)[O-])cc2)C=C1c1ccc(Cl)cc1
 : ·, ·, ·, 0, 0.4%, 6, 4, 0.4, 2
[28] C/C(=N\Nc1ccc(S(=O)(=O)Nc2ccccc2)cc1[N+](=O)[O-])c1ccc(N2CCOCC2)cc1
 : -13%, 7, 4, 1, 0.7%, 7, -3, 0.0, 12
[29] Cc1cccc(C)c1-n1ncc(C(=O)NCCN2CCN(C)CC2)c1C1CCN(C(=O)OC(C)(C)C)CC1
 : ?, 42, -15, 11, 0.4%, 8, 26, -1.7, -3
[30] CC(=O)NCCC(=O)Nc1cccc(S(=O)(=O)N(C)c2ccccc2)c1
 : -7%, 8, -8, 1, -0.1%, -5, 3, 0.5, -4

Later entries:
The line under a structure holds: Apoferritin bind, D1 antagonist, RXFP1 antag, D1 agonist, RXFP1 ag, D2 PAM, D1 potentiator, TRHR agonist, TRHR enhancer
[31] COc1ccccc1N1CCN(/N=C/c2ccc(OC)c(OC)c2OC)CC1
 : -6%, -4, 2, -1, -0.6%, 2, -3, -1.3, -24
[32] COc1cccc(NC(=O)Nc2nnc(Cc3ccc(OC)c(OC)c3)s2)c1
 : -2%, -20, 6, 3, 5.3%, -1, -5, 0.5, 7
[33] COC(=O)Cn1c2c(c3cc(C)ccc31)CCCC2NC(C)c1ccccc1 (stereo not given)
 : -10%, 4, -14, 2, -0.7%, -8, -1, 0.3, -3
[34] Nn1c(SCC(=O)N2CCN(S(=O)(=O)c3ccccc3)CC2)nnc1-c1cccs1
 : -10%, 2, -9, 0, 0.1%, -20, -1, -0.1, 2
[35] COc1ccc(-n2nc3cc(C)c(NC(=O)COc4cccc(C)c4)cc3n2)cc1
 : -8%, 7, ·, -1, 17%, 2, -1, 0.4, 5
[36] CCn1c(SCC(=O)Nc2cc(C)ccc2F)nnc1-c1ccccc1O
 : -5%, -11, -7, 2, 6.4%, -8, -5, -0.8, 8
[37] COc1ccc(NC(=O)c2ccc3c(c2)CCN3S(=O)(=O)c2ccc(C)cc2)cc1Cl
 : 55%[activator], -1, -24, 2, -1.8%, 14, 3, 2.8, 2
[38] COc1cc(C(C(=O)NCC2CCCO2)N(C(=O)Cn2nnc3ccccc32)c2ccc(OC)c(OC)c2)ccc1O (stereo not given)
 : -11%, -80*, -1, 0, 1.3%, ·, -4, 0.3, 4
[39] CC(C)OC(=O)NCN1C(=O)C2C3C=CC(C3)C2C1=O (stereo not given)
 : -6%, -15, 1, 2, -1.0%, -6, -6, 0.0, -14
[40] O=C(Cc1csc(Nc2nc(=S)[nH]c3ccccc23)n1)N1CCN(c2cccc(Cl)c2)CC1
 : -5%, -11, -3, 3, 6.0%, 6, -2, 0.2, -3
[41] Cc1ccc2oc(Nc3nc(C)c(C)c(C)n3)nc2c1
 : 2%, 19, -4, 2, -0.5%, 0, 1, -0.3, 0
[42] Cc1[nH]c2ccccc2c1/C=N/NC(=S)NC(C)C
 : -13%, 7, -8, 1, 0.7%, -2, -2, 1.3, 3
[43] CCc1cccc(CC)c1-n1c(-c2cccnc2)n[nH]c1=S
 : -2%, -1, -15, 1, 1.3%, -9, -2, -0.1, -2
[44] CCC(=O)NCCc1nc2cc(NC(=O)Nc3ccccc3)ccc2n1C
 : -3%, 6, 1, 3, -1.3%, ·, -8, 0.7, 13
[45] Cc1cccc(-c2c3c(=O)n(C)c(=O)n(C)c3cn2-c2ccccc2O)c1
 : ?, -5, -2, 0, 3.5%, 18, -1, -0.7, 0

Copied from above: compounds 41 to 42
The line under a structure holds: Apoferritin bind, D1 antagonist, RXFP1 antag, D1 agonist, RXFP1 ag, D2 PAM, D1 potentiator, TRHR agonist, TRHR enhancer
[41] Cc1ccc2oc(Nc3nc(C)c(C)c(C)n3)nc2c1
 : 2%, 19, -4, 2, -0.5%, 0, 1, -0.3, 0
[42] Cc1[nH]c2ccccc2c1/C=N/NC(=S)NC(C)C
 : -13%, 7, -8, 1, 0.7%, -2, -2, 1.3, 3

Additional results:
The line under a structure holds: Apoferritin bind, D1 antagonist, RXFP1 antag, D1 agonist, RXFP1 ag, D2 PAM, D1 potentiator, TRHR agonist, TRHR enhancer
[46] CCCCC(=O)Nc1nnc(S(=O)(=O)N(CC)c2cc(C)cc(C)c2)s1
 : -17%, 10, 6, 6, -0.7%, -2, -4, 0.1, -5
[47] COc1cccc(C(CNC(=O)C2CCN(C(=O)Nc3ccccc3)CC2)N(C)C)c1 (stereo not given)
 : ·, -7, -8, 3, 1.5%, -14, 10, 0.2, 2
[48] Cc1ccc(-n2nc(C(=O)N(C)c3ccccc3Cl)c3c4ccccc4n(C)c3c2=O)cc1
 : -13%, 12, -3, 2, 3.8%, 4, 4, 56*, 8
[49] Cc1cc2n(n1)C(c1ccsc1)Nc1ccccc1-2 (stereo not given)
 : -18%, 7, -2, 0, 1.7%, 17, -3, -1.6, 3
[50] Cc1cc(C)c(S(=O)(=O)N2CCCCC2CCNC(=O)C(=O)NCc2ccccn2)c(C)c1 (stereo not given)
 : ·, 0, 6, 1, 0.8%, 0, -3, 0.0, 17
[51] O=C(CSc1ccccn1)N1CCN(c2ncc(C(F)(F)F)cc2Cl)CC1
 : -1%, 11, 3, 5, 0.9%, 10, -3, 0.4, -5
[52] Cn1c(C(=O)NCCc2ccccc2)cc2sc(Cl)cc21
 : 52%[activator], -22, -14, 2, 1.7%, 28, -5, -0.2, 5
[53] COc1cc(OC)cc(C(=O)NC(=S)Nc2cccnc2)c1
 : -13%, -5, 4, 1, 1.9%, -9, -6, -0.9, 2
[54] CC(C)=CCC/C(C)=C/CC/C(C)=N/O
 : ?, -32*, -22, 2, 0.8%, 4, -4, -1.2, -6
[55] CC1CCN(C(=O)c2ccc(CNc3c(N4CCCC4)c(=O)c3=O)cc2)CC1
 : 3%, 13, 2, 4, 0.3%, -4, -5, 0.2, 0
[56] CCCCN(C(=O)CCC(=O)Nc1cc(C)on1)C(C(=O)NC(C)(C)CC)c1cccc(OC)c1OC (stereo not given)
 : 3%, 0, -6, 3, 0.7%, -1, 1, -0.1, 8
